From PubChem BioAssay
Dicer inh: blocks human Dicer maturation of pre-miR-21. cat-ELCCA pre-miR-21 Dicer processing, chemiluminescence; hits give high values. z-score at 25 µM. 47,000 tested, 6% active. AID 1347074; in the data active = z-score above about 3, passing the limit was not always enough;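 note: plate controls were vehicle for no effect and no enzyme for full effect; higher signal means more uncleaved substrate so more Dicer inhibition; strong numbers were not always called active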
Target sequence (Q9UPY3 whole entry, looked up): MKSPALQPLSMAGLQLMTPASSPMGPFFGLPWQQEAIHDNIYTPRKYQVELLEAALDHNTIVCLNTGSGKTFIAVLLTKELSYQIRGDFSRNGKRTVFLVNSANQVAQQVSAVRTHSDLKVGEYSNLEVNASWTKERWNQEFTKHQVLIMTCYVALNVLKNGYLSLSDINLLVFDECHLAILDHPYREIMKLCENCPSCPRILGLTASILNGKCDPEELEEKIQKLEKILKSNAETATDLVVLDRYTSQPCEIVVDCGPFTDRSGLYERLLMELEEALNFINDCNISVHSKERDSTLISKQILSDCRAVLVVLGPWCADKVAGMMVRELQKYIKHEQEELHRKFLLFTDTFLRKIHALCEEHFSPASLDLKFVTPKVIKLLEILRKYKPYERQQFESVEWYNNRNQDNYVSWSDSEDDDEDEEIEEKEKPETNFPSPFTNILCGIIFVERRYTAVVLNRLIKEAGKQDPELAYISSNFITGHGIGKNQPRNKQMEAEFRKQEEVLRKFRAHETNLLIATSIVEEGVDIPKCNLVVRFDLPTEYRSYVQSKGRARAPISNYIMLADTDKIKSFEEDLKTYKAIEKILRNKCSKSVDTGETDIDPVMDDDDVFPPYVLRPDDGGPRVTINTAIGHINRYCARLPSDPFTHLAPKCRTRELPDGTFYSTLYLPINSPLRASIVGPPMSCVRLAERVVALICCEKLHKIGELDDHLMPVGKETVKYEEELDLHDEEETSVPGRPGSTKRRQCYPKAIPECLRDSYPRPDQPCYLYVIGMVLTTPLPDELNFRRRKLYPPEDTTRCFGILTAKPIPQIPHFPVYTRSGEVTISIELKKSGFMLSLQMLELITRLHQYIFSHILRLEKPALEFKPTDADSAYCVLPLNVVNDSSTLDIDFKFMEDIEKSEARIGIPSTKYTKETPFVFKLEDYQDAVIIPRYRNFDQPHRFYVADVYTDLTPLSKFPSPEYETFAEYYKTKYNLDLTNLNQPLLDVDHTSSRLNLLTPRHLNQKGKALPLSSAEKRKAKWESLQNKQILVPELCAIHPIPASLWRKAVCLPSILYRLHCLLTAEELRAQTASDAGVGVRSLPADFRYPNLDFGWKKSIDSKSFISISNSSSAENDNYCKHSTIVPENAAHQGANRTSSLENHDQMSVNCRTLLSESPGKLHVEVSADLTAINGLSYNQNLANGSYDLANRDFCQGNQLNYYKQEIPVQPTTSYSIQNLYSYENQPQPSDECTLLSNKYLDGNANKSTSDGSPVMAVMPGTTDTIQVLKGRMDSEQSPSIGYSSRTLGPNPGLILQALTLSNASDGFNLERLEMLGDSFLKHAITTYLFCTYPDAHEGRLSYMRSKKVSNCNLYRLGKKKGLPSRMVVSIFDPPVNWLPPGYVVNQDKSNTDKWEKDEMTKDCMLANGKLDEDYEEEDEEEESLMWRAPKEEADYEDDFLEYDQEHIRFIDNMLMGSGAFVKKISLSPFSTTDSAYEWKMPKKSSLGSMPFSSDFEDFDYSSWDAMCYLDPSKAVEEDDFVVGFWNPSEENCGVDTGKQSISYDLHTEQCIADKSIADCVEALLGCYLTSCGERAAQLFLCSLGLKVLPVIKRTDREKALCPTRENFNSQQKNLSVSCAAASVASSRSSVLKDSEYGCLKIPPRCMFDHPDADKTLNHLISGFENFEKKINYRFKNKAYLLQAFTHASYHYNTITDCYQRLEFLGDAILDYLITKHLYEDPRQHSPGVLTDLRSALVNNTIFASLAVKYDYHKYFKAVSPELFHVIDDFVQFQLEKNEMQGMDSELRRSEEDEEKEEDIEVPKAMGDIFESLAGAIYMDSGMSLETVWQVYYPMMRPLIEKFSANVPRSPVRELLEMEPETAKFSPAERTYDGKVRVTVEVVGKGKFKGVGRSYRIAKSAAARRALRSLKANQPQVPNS
Starred values were filed as active, the others as inactive; & = joins results of further samples. This is a subset; count on the stated rates, not on these rows.

`COC(=O)c1sc(SC)c2c1CC(C)(C)CC2=O` gave Dicer inh -1.9.
`COc1ccc(C2C3=C(Nc4nc(N)[nH]c(=O)c42)c2ccccc2C3=O)cc1` (configuration not stated) gave Dicer inh -2.4.
`Cc1ccc2nc(-c3ccc(F)cc3)cn2c1` gave Dicer inh -2.3.
Screening O=C1CCCCN1c1ccc(C(F)(F)F)cc1 returned Dicer inh 1.2.
`FC(F)(F)c1cnc(NCCCNC(=S)Nc2cccnc2)c(Cl)c1` gave Dicer inh -1.3.
`O=c1oc(-c2ccccc2)nc2c1oc1ccc(Br)cc12` gave Dicer inh -1.5.
Screening Cc1[nH]c(=O)c(C#N)cc1-c1ccc2nccn2c1 returned Dicer inh 0.87.
Screening N[C@@H]1CCCCN(c2c(F)cc3c(=O)c(C(=O)O)cn(C4CC4)c3c2Cl)C1 returned Dicer inh 0.27.
Screening CC(C)N1CSC(=S)N(C(C)C)C1 returned Dicer inh -0.28.
For c1ccc(-c2csc3ncnc(N4CCCCC4)c23)cc1 the results were Dicer inh 45.
Screening CCCc1cc(NCCN(C)C)n2c(nc3ccccc32)c1C#N returned Dicer inh 24.
`CNc1nc(C(N)=O)nc(N2CCOCC2)n1` gave Dicer inh 0.69.
COc1ccc(-c2coc3c(C)c4oc(=O)c5cc(OC)ccc5c4cc23)cc1 was read as Dicer inh 0.89.
Screening O=c1[nH]c(O)c(/C=C/N=Nc2ccccc2)c(=O)[nH]1 returned Dicer inh -2.5.
Screening CC1=NCCN1S(=O)(=O)c1ccc(Br)c(C)c1 returned Dicer inh -0.61.
CSc1ccc(C(F)(F)F)cc1[N+](=O)[O-] was read as Dicer inh 0.8.
Screening CCn1nc(C)c([N+](=O)[O-])c1C(=O)NCC(=O)c1ccc(Cl)cc1 returned Dicer inh -0.67.
Screening C=C1SC(Nc2cccc(Cl)c2)=NC1(CC)CC returned Dicer inh -0.74.
For Cc1cc(C)nc(NNC(=O)CC(=O)NNc2nc(C)cc(C)n2)n1 the results were Dicer inh 3.1.
`CCc1nnc(NC(=O)c2cc(Br)ccc2Cl)s1` gave Dicer inh 0.34.

3 compounds out of the list, ordered by length of the SMILES, largest number first.
Screening O=c1[nH]c(O)c(/C=C/N=Nc2ccccc2)c(=O)[nH]1 returned Dicer inh -2.5.
For c1ccc(-c2csc3ncnc(N4CCCCC4)c23)cc1 the results were Dicer inh 45.
CSc1ccc(C(F)(F)F)cc1[N+](=O)[O-] was read as Dicer inh 0.8.

Next part.
For CCCOc1cc(N)ccc1C(=O)OCCN(CC)CC the results were Dicer inh 16.
For Clc1ccccc1OCCSc1nc2ccccc2[nH]1 the results were Dicer inh 0.11.
`O=C(OCCN1CCOCC1)C1(c2ccccc2)CCCCC1` gave Dicer inh -0.8.
For CCN1CN=C(SCc2ccc(C)cc2)NC1 the results were Dicer inh -0.21.
CNC(=S)NNC(=O)c1oc2nc(-c3ccccc3)cc(C)c2c1N was read as Dicer inh -3.7.
O=C1c2cccc3c(N4CCCCC4)ccc(c23)C(=O)N1c1ccc(O)cc1 was read as Dicer inh 1.4.
For Cc1cc(-c2nnc(SCC(=O)c3ccc(Cl)cc3)o2)no1 the results were Dicer inh -0.9.
Cc1ccc(-c2ccnc3[nH]n(-c4nc(C)cc(C)n4)c(=O)c23)cc1 was read as Dicer inh -0.35.
`O=C1NC(c2ccccc2Cl)Nc2ccccc21` (configuration not stated) gave Dicer inh -0.28.
For N#Cc1c(N=CN2CCCCC2)nc2c(c1-c1ccccc1)CCCC2 the results were Dicer inh -0.87.
`COc1ccccc1NC(=O)Nc1nc(-c2ccc(F)c(F)c2)cs1` gave Dicer inh -3.1.
Screening CCOC(=O)C(=O)c1c(C)cc2ccccn12 returned Dicer inh 2.1.
CC1=C(C(=O)OCCc2ccccc2)C(c2ccccc2F)C2=C(CC(C)(C)CC2=O)N1 (configuration not stated) was read as Dicer inh 0.12.
Screening O=c1[nH]cnc2scc(-c3ccc4ccccc4c3)c12 returned Dicer inh -2.
`Cc1c(Br)sc2sc(C(=O)/C=C/N(C)C)c(C)c12` gave Dicer inh -0.19.
`Cn1nc(OC(C)(C)C(=O)NC(C)(C)C)cc1C(F)(F)F` gave Dicer inh -1.3.
`Cn1c(=O)c2[nH]c(-c3ccccc3)nc2n(C)c1=O` gave Dicer inh 0.68.
For COc1ccc2c(c1)nc(SCc1ccccc1)n2C the results were Dicer inh 2.2.
Screening C=CCc1cc(OC)ccc1OCCOCCN1CCC(C)CC1 returned Dicer inh 2.2.
COc1ccc(CNCc2ccc3c(c2)OCO3)cc1 was read as Dicer inh 0.97.

Structures above that contain a thiophene ring, fused or not, in the order listed:
`COC(=O)c1sc(SC)c2c1CC(C)(C)CC2=O` gave Dicer inh -1.9.
For c1ccc(-c2csc3ncnc(N4CCCCC4)c23)cc1 the results were Dicer inh 45.
Screening O=c1[nH]cnc2scc(-c3ccc4ccccc4c3)c12 returned Dicer inh -2.
`Cc1c(Br)sc2sc(C(=O)/C=C/N(C)C)c(C)c12` gave Dicer inh -0.19.

Other entries follow:
`CCCc1cnc(NCCNCC(O)COc2ccccc2)nc1` (configuration not stated) gave Dicer inh -1.1.
`NC(=O)c1cnn(Cc2ccc(Cl)cc2)c1N` gave Dicer inh 1.2.
Cc1ccc(N2C(=O)C3C4C=CC(CC4)C3C2=O)cc1 (configuration not stated) was read as Dicer inh -0.11.
Screening CC(=O)NCCSCCNC(C)=O returned Dicer inh -1.1.
Screening CNC(=S)N/N=C/c1cccc2ccccc12 returned Dicer inh 1.2.
Cc1cc(NC(=O)CCC(=O)O)n(C)n1 was read as Dicer inh 0.37.
`Cc1ccc(-c2nn(-c3ccccc3)cc2C2SCC(=O)N2Cc2ccccc2)o1` (configuration not stated) gave Dicer inh 45.
CC(C)N1CC(COc2ccc(Cl)cc2Cl)OC1=O (configuration not stated) was read as Dicer inh -0.76.
For Cc1onc(-c2c(Cl)cccc2Cl)c1NC(=O)NNc1ncccc1-n1cccc1 the results were Dicer inh 1.
For NC(=O)c1oc2ccccc2c1NC(=O)c1cccc(Br)c1 the results were Dicer inh 0.22.
For COc1ccc2cc([C@@H](C)C(=O)O)ccc2c1 the results were Dicer inh 0.98.
Screening Cc1ccc2cccc(OS(=O)(=O)c3ccc(F)cc3F)c2n1 returned Dicer inh 0.42.
For Cc1nc(C(=O)NNC(=O)c2cccc(Cl)c2)c(C(F)(F)F)o1 the results were Dicer inh -2.2.
Screening S=c1nc[nH]c2c1nnn2Cc1ccccc1Cl returned Dicer inh 0.21.
CCCCc1c(C)nc2c(-c3ccc(Cl)cc3)c(C)[nH]n2c1=O was read as Dicer inh 0.68.
Clc1cccc(Nc2nc(-c3ccncc3)nc3ccccc23)c1 was read as Dicer inh 2.6.
COc1ccc(S(=O)(=O)NCc2cccnc2)c2ccccc12 was read as Dicer inh 1.1.
`Cn1nc(-c2ccc(Cl)cc2)cc1NC(=O)Nc1ccccc1` gave Dicer inh -0.32.
CCN1C(=O)c2cccc3c(S(=O)(=O)Nc4ccccc4O)ccc1c23 was read as Dicer inh -0.47.
O=c1ccnc(SCc2ccccc2Cl)[nH]1 was read as Dicer inh -0.5&37.
For O=C1CCCC2=C1C(c1ccc(Br)cc1)C1C(=O)c3ccccc3C1=N2 (configuration not stated) the results were Dicer inh -0.78.
Cc1ccc(O)c(C2=NN3C(C2)c2ccccc2OC3C(C)C)c1 (configuration not stated) was read as Dicer inh 0.45.
CN[C@@H]1C(O[C@H]2O[C@H](CO)[C@@H](N)[C@H](O)[C@H]2O)O[C@H]2C[C@@H](N)[C@@H](O[C@H]3[C@H](O)[C@@H](O)[C@H](N)C[C@@H]3N)OC2[C@@H]1O (some centres not stated) was read as Dicer inh -0.3.
For COC(=O)c1cc(C)nc(Sc2n[nH]c(-c3cc(Cl)cc(Cl)c3)n2)n1 the results were Dicer inh -0.63.
`CC(=O)O/N=C(\N)c1ccc(F)cc1F` gave Dicer inh -0.17.
CCC(=O)Oc1cc2c(C(=O)OC)c(C)oc2cc1Br was read as Dicer inh -0.34.
`CC(C)(C)NC(=O)c1cnn2c(C(F)F)cc(-c3ccccc3)nc12` gave Dicer inh 1.8.
Screening O=C(Oc1nnc(SCCS(=O)(=O)c2ccc(F)cc2)n1C1Cc2ccccc2C1)c1cccs1 returned Dicer inh -1.3.
For O=C(O)c1ccc(Br)s1 the results were Dicer inh -0.34.
COc1ccc(NCC(O)Cn2ccc3ccccc32)cc1 (configuration not stated) was read as Dicer inh 13.
Screening CN(/N=C1\CCCc2occ(C(=O)O)c21)c1ncc(Cl)cc1C(F)(F)F returned Dicer inh 0.7.
`COc1ccc(C2C=C(c3ccc(Br)cc3)Nc3nc(NS(C)(=O)=O)nn32)cc1` (configuration not stated) gave Dicer inh 1.
Screening CCOC(=O)c1cc(/C(C)=N/Nc2ccccc2C(F)(F)F)on1 returned Dicer inh 0.72.
Screening O=C(NNC(=S)Nc1cc(C(F)(F)F)cc(C(F)(F)F)c1)c1ccc[nH]1 returned Dicer inh 0.45.
`N#CCCN(C(=O)c1sc2ccccc2c1Cl)C1CCCCC1` gave Dicer inh -1.3.
Screening CSc1sc(C(=O)NNC(=O)c2ccccc2Cl)cc1S(=O)(=O)C(C)C returned Dicer inh 2.2.
For CCCCCCCCCCCCCCSCC(=O)O the results were Dicer inh -1.7.
Screening Cc1nc2c(ncn2-c2ccccc2)c(=O)n1NC(=O)CN1CCN(C)CC1 returned Dicer inh -0.57.
For Cc1nc(NC2=NCN(CCN3CCOCC3)CN2)nc2c(C)cccc12 the results were Dicer inh -0.54.
For COc1cc2cc(OC(=O)c3ccc([N+](=O)[O-])cc3)nc(C)c2cc1OC the results were Dicer inh 0.99.

Among those listed so far, 6 contain a COOH group.
Screening N[C@@H]1CCCCN(c2c(F)cc3c(=O)c(C(=O)O)cn(C4CC4)c3c2Cl)C1 returned Dicer inh 0.27.
Cc1cc(NC(=O)CCC(=O)O)n(C)n1 was read as Dicer inh 0.37.
For COc1ccc2cc([C@@H](C)C(=O)O)ccc2c1 the results were Dicer inh 0.98.
For O=C(O)c1ccc(Br)s1 the results were Dicer inh -0.34.
Screening CN(/N=C1\CCCc2occ(C(=O)O)c21)c1ncc(Cl)cc1C(F)(F)F returned Dicer inh 0.7.
For CCCCCCCCCCCCCCSCC(=O)O the results were Dicer inh -1.7.

Further records:
O=C(O)c1cnn2c(C(F)F)cc(-c3ccc(F)cc3)nc12 was read as Dicer inh -2.5.
CCOC(=O)c1ccc2c(c1)n(CCO)c(C)[n+]2CCO was read as Dicer inh 1.7.
CC1(C)S[C@@H]2[C@H](NC(=O)C(C(=O)O)c3ccsc3)C(=O)N2[C@H]1C(=O)O (some centres not stated) was read as Dicer inh 0.64.
For Cc1cc(N)c(-n2c(-c3ccc(Cl)cc3)cn3c4c(=O)n(C)c(=O)n(C)c4nc23)cc1C the results were Dicer inh -1.2.
For CN(C)C(=S)Nc1cc(C(F)(F)F)cc(C(F)(F)F)c1 the results were Dicer inh 1.4.
For Cc1c(OCc2ccc(Cl)c(Cl)c2)ccc(-c2ccn[nH]2)c1O the results were Dicer inh 1.3.
OC(CN1CCCCC1)Cn1ccc2ccccc21 (configuration not stated) was read as Dicer inh -0.29.
O=C(Nc1ccc(OC(F)(F)F)cc1Br)c1ccc(Cl)cc1 was read as Dicer inh 0.16.
Screening CCOc1cccc2c1OC(c1cccnc1)N1N=C(c3ccccc3)CC21 (configuration not stated) returned Dicer inh 1.1.
CC(C)NC(=O)CN1C(=O)c2ccccc2S1(=O)=O was read as Dicer inh 0.55.
COc1ccc(C2/C(=C(/O)c3ccc(C)cc3)C(=O)C(=O)N2CC(C)C)cc1OC (configuration not stated) was read as Dicer inh -0.57.
Screening O=C(C1Cc2ccccc2C1)N1CCOCC1 returned Dicer inh 7.3*.
O=C1C(=O)N(CCCN2CCOCC2)C(c2ccc(Cl)cc2)/C1=C(\O)c1ccc(F)cc1 (configuration not stated) was read as Dicer inh -0.47.
Screening CC1CCc2cc(F)cc3c(=O)c(C(=O)O)cn1c23 (configuration not stated) returned Dicer inh 0.3.
Screening COC(=O)C1=C(C)NC2=C(C(=O)CCC2)C1c1ccc(N2CCOCC2)c([N+](=O)[O-])c1 (configuration not stated) returned Dicer inh 1.9.
For O=C(NC(=S)NCc1cccs1)c1csc([N+](=O)[O-])c1 the results were Dicer inh -1.3.
CCc1nc2c(=O)n(C)c3c(c(=O)n(C)c(=O)n3C)c2o1 was read as Dicer inh 0.28.
CCOc1ccccc1C1Nc2ccccc2NC2=C1C(=O)CC(C)(C)C2 (configuration not stated) was read as Dicer inh 0.54.
Screening CC(C)(C)c1ccc(COc2ncnc3cc(Cl)ccc23)cc1 returned Dicer inh -1.
`CN(C)c1ccc(NC(=O)COc2ccc(Br)cc2)cc1` gave Dicer inh 0.8.
COC(=O)c1cnc(Sc2n[nH]c(=O)n2C2CCCCC2)c([N+](=O)[O-])c1 was read as Dicer inh -0.84.
Screening COCCNC(=O)c1nn2c(c1Cl)NC(c1ccc(Br)cc1)CC2C(F)(F)F (configuration not stated) returned Dicer inh 2.7.
Screening COc1cc(OC)cc(-c2nc3n(n2)C(c2ccc(F)cc2)C2=C(CCCC2=O)N3)c1 (configuration not stated) returned Dicer inh 2.
Screening Cc1cc2oc3c(c(=O)c2cc1C)C(c1ccc(F)cc1)N(c1ccccn1)C3=O (configuration not stated) returned Dicer inh 0.39.
`CC1CCCN(S(=O)(=O)c2cc(Cl)c(Cl)cc2Cl)C1` (configuration not stated) gave Dicer inh -0.41.
Screening Cc1oc(C(C)(C)C)cc1C(=O)Nc1ccc(C(C)C)cc1 returned Dicer inh -1.5.
Cc1cnc(/N=C/NO)c(Br)c1 was read as Dicer inh 0.63.
Screening COc1ccccc1C1Nc2c(C)cc(C)cc2-c2cc(C)nn21 (configuration not stated) returned Dicer inh 2.9.
Cc1cc(Nc2ccc(Cl)cc2)n2c(nc3ccccc32)c1C#N was read as Dicer inh 0.07.
